GLP1R cytotox = cytotoxic in the GLP-1 receptor inverse agonist counter-screen; HEK293 cAMP-luciferase reporter cells, luminescence, 24 h; Potency, µM (highest dose often 38.3 µM), inactives show at the top dose activity change, negative = inhibition, usual class: inhibitors; 410,000 tested, 0.13% active; AID 624418;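 further: loss of luciferase light is scored as toxicity; on the % scale 0 is the no-effect control and ±100 the full control effect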
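MLSMR compounds, 24 hr on cells at 37 deg C/5% CO2; luminescence after luciferase reagent (12 min RT). Inhibition counted as the undesired cytotoxic outcome.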
HT1080-NT tox = kills 2HG-producing HT-1080-NT fibrosarcoma cells. HT-1080-NT fibrosarcoma viability, CellTiter-Glo ATP luminescence, 48 h. Potency, µM (series often up to 46.1 µM), inactives show at the top dose activity, negative = less viability, most hits filed as cytotoxic. 360,000 tested, 1.6% active;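 further: NT is the 2HG producing partner of a matched IDH1 knockdown line; 0% = DMSO-treated cells and -100% = media-only wells without cells; nearly all actives have a fitted effect of over 55% in size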
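HT-1080-NT fibrosarcoma cells (2HG-overproducing), 750 cells/well in RPMI with 5% FBS, dosed after 2 h and incubated 48 h at 37C. CellTiter-Glo luminescence normalized to DMSO and no-cell wells; concentration-response curves fitted and classed.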
KB-V1 cytotox = KB-V1 MDR subline cytotoxicity | AID 1347076 | Potency, µM (highest dose often 46.1 µM), for the others: at the top dose activity change, negative = cytotoxicity, hits mostly cytotoxic | KB-V1 MDR cells viability, CellTiter-Glo, 72 h | 400,000 tested, 3.4% active; further: on the % scale 0 is the no-effect control and ±100 the full control effect; nearly all actives have a fitted effect of over 60% in size
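qHTS viability screen in drug-selected KB-V1 MDR cells: 72 h compound treatment at 37 degrees C, ATP luminescence end point.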
HT1080 IDH1KD tx = HT-1080 IDH1 knockdown cell toxicity (counter line); Potency, µM (highest dose often 46.1 µM), for inactives: at the highest dose activity, negative = toxicity, actives largely listed as cytotoxic; AID 686971; 360,000 tested, 2% active; HT-1080 IDH1 knockdown viability, ATP luminescence, 48 h;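 further: 0% = DMSO wells and -100% = cell-free medium wells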
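Luminescent ATP read-out (CellTiter-Glo, 10 min at room temperature) after 48 h compound exposure at 37 °C gave viability of IDH1-knockdown HT-1080 cells. Activity was normalised to DMSO and cell-free wells, then fitted as concentration-response curves.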
KB-3-1 tox = KB-3-1 parental cell cytotoxicity | KB-3-1 viability, CellTiter-Glo ATP luminescence, 72 h | Potency, µM (titrated, usually from 46.1 µM), without a hit: top-dose activity change, negative = cytotoxic, actives largely listed as cytotoxic | 400,000 tested, 1.4% active | AID 1347075; further: on the % scale 0 is the no-effect control and ±100 the full control effect; nearly all actives have a fitted effect of over 60% in size
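72 h, 37 °C compound treatment of KB-3-1 parental cells; CellTiter-Glo added, 10 min, luminescence read. Data corrected against DMSO-only plates and normalized before curve fitting.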
TDP-43 yeast inh = inhibitors of TDP-43 toxicity in yeast. TDP-43 expressing yeast growth rescue, BacTiter-Glo, 24 h. 410,000 tested, 1.8% active. Potency, µM (series often up to 46.1 µM), without a hit: at the highest dose growth rescue (activation), usual class: activators; further: % of control where 0% means no effect; nearly all actives have a fitted effect of over 50% in size
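Yeast expressing TDP-43 (pregrown in raffinose, seeded at OD600=0.02 in galactose medium) exposed to compounds 24 hr at 30 deg C. Growth read by BacTiter-Glo luminescence; rescue of toxicity appears as increased signal.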
GLP1R inv ag = GLP-1 receptor (human) inverse agonism | P43220 | HEK293 GLP-1R CRE-luciferase, luminescence, 24 h; GLP-1R form is constitutively active | Potency, µM (top dose mostly 38.3 µM), without a hit: top-dose activity change, negative = inhibition, hits mostly inhibitors | 410,000 tested, 1.6% active; further: on the % scale 0 is the no-effect control and ±100 the full control effect; nearly all actives have a fitted effect of over 55% in size
Target sequence (P43220 whole entry, looked up): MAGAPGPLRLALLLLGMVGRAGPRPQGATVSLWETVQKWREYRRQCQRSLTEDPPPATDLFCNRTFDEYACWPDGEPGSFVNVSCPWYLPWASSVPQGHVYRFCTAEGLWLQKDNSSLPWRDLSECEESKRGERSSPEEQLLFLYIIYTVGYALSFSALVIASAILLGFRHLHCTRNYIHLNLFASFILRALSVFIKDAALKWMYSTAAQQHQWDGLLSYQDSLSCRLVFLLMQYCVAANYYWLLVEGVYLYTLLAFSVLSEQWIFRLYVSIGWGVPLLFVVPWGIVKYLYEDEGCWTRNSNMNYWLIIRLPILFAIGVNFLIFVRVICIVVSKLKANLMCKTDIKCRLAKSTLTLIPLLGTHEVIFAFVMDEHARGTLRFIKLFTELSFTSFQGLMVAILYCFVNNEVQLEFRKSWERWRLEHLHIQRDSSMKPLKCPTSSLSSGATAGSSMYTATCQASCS
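Assay principle: reduced luminescence from a cAMP-responsive reporter in HEK293 cells co-expressing a constitutively active GLP-1R. Conditions: 24 hr compound incubation, 37 deg C, 5% CO2.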
SW480 rerep = inducers of DNA re-replication in SW480 colon cancer cells | Potency, µM (highest dose often 46.1 µM), for inactives: at the highest dose re-replication activation, usual class: activators | SW480 DNA re-replication, Hoechst DNA content imaging, 48 h | 340,000 tested, 1.8% active | AID 624297; further: % of control where 0% means no effect; nearly all actives have a fitted effect of over 55% in size
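Quantitative HTS format with DMSO vehicle controls; 48 hr drug incubation at 37 C, then 40 min Hoechst staining and scanning imager measurement at 405 nm excitation.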
GLP-1R agonist = GLP-1 receptor (human) agonism | 380,000 tested, 0.007% active | Potency, µM (titrated, usually from 45.6 µM), inactives show at the highest dose activation, most hits filed as activators | HEK293 GLP-1R CRE-luciferase, luminescence, 4-6 h; cells express a hypersensitive GLP-1R form; further: % of control where 0% means no effect
* marks the source's active call; other numbers are inactive results; u = inconclusive; x = no result given; & = joins results of further samples; [ ] = another dose, or the depositor's remark. The call rests on the fitted dose curve; in most records, active means well fitted curve in the direction sought with a large enough effect; inconclusive means small, poorly fitted or top-dose-only effect, or another doubt; inactive means no such curve, though single readings can be large; an effect the other way counts as inactive or inconclusive. Potency means the concentration at half of the fitted maximal effect.

SMILES	GLP1R cytotox	HT1080-NT tox	KB-V1 cytotox	HT1080 IDH1KD tx	KB-3-1 tox	TDP-43 yeast inh	GLP1R inv ag	SW480 rerep	GLP-1R agonist
COCCC1CCCCN1C(=O)c1cccc(OC2CCN(C3CCCC3)CC2)c1 (configuration not stated)	-15%	-2%	-11%	2%	-1%	7%	4%	u	-2%
CCOc1ccc(CN(C)C(=O)c2cccc(S(=O)(=O)N3CCCC3)c2)cc1OC	4%	0%	5%	1%	0%	4%	31%[activator]	-10%	18%
COc1cc(OC)cc(C(=O)/C=C2\Sc3ccccc3N2C)c1	1%	u	16%	29%	5%	-16%	8%	u	11%
COC(=O)COc1ccc(/C=C2/SC(=O)N(CC(=O)N3CCCC3)C2=O)cc1Br	1%	22%	15%	10%	u	2%	-14%	1%	0%
COc1ccc(NC(=O)COC(=O)CCC(=O)c2cccs2)cc1OC	0%	0%	u	1%	-1%	6%	12%	20%	9%
COc1cccc2cc(C(=O)C3=C(O)C(=O)N(CCN(C)C)C3c3ccc(F)cc3)oc12 (configuration not stated)	-39%	7%	3%	3%[9.24 µM]	-3%	-13%	-14%	8.2µM*	-1%
C[C@]12CCC(=O)C[C@@H]1CC[C@@H]1[C@@H]2CC[C@]2(C)[C@@H](C(=O)COC(=O)CCC(=O)O)CC[C@@H]12	-1%&1%	-1%&5%	3%&-8%	0%&0%	-15%&-13%	-23%&8%	17%&-14%	-5%&-13%	-6%&-6%
Cc1cc(Cl)c(S(=O)(=O)N2CCN(c3ccc(F)cc3)CC2)cc1OCC(=O)NC1CCCCC1	-16%	u	u	-23%	0.73µM*	0%	u	0%	-11%
CCc1n[nH]c(=S)n1/N=C/c1ccccn1	6%	29%	7%	8%	26%	10%	15%	0%	-16%
O=C(CCc1cccc(Cl)c1)NC1CCCN(Cc2ccccc2F)C1 (configuration not stated)	-10%	-1%	-3%	0%	-8%	-8%	u	7%	-1%
Cn1cc(S(=O)(=O)CC(=O)Nc2ccc3c(c2)OCO3)c2ccccc21	-3%	-6%	-22%	-5%	0%	-21%	2%	-1%	0%
CCOC(=O)c1sc(-c2ccc(Cl)cc2)nc1O	108%[activator]	19%	12%	22%	-6%	-43%[inhibitor]	6%	-1%	-3%
Cn1c(=O)c2c(ncn2CC(=O)OCC(=O)Nc2sccc2C(N)=O)n(C)c1=O	5%	7%	2%	11%	-1%	3%	15%	-6%	1%
O=C(CSc1ccc(F)cc1)Nc1ccccc1Br	14%	u	0%	16%	8%	u	1%	-1%	-4%
Cc1onc(-c2ccccc2Cl)c1C(=O)NNC(=O)c1nn(C)cc1Cl	9%	5%	0%	2%	19%	-22%	9%	u	3%
O=C(O)c1ccc(N2CC3CC(C2)c2cccc(=O)n2C3)c(NC(=S)Nc2ccc(Cl)cc2Cl)c1 (configuration not stated)	3%	9%	u	19%	-1%	-15%[1.82 µM]	-4%	-2%	-1%
CCOC(=O)c1c(NC(=O)CSc2nc3ccccc3o2)sc(C)c1C	12%	5%	16%	-6%	-1%	-12%	-28%	8%	19%
Cc1ccc(C)c(S(=O)(=O)c2nnn3c2nc(NCc2ccc4c(c2)OCO4)c2sccc23)c1	-15%	x	-18%	x	4%	6%	8%	x	x
CN(C1CCCCC1)S(=O)(=O)c1ccc(NC(=O)Cn2nc(-c3ccc(F)cc3)ccc2=O)cc1	-24%	-13%	u	-8%	0%	-7%	-21%	-56%	9%
Cc1csc2nc(CN3CCN(CC(=O)N(C)C)CC3)cc(=O)n12	-9%	3%	-1%	8%	-1%	-5%	-14%	-21%	0%
Clc1ccc(CSc2nnc([C@@H]3CCCN3)o2)cc1Cl	-1%	-3%	-3%	-3%	1%	-1%	2%	-4%	-7%
Cc1cccc(N=C2CSC(=O)N2)c1	16%[0.307 µM]	14%	15%	28%	-3%	-7%	-5%[0.307 µM]	-1%	-9%
COC(=O)[C@H]1C[C@@]2(O)CN(S(=O)(=O)c3ccc(C)cc3)C[C@@]2(OC(=O)NCc2ccccc2)C[C@H]1C(=O)OC	-1%	11%	u	4%	u	0%	0%	x	-3%
CN(CCC#N)C(=O)COC(=O)c1ccc(Cl)cc1O	-2%	5%	0%	9%	-1%	12%	9%	0%	0%
COc1ccc(OC)c(N2CC(O)(c3ccccc3)[N+]3=C2SCCC3)c1 (configuration not stated)	-25%	-10%	3%	-25%	-7%	9%	-26%	-2%	5%

(continued)
SMILES	GLP1R cytotox	HT1080-NT tox	KB-V1 cytotox	HT1080 IDH1KD tx	KB-3-1 tox	TDP-43 yeast inh	GLP1R inv ag	SW480 rerep	GLP-1R agonist
CC(=O)Nc1ccc(S(=O)(=O)N(C)CC(=O)N2CCN(C(=O)c3ccco3)CC2)cc1	-6%	11%	30%	8%	-5%	-15%	2%	-21%	13%
O=C(COC(=O)c1ccco1)c1ccccc1	21%	14%	u	14%	u	-15%	23%	-9%	10%
Cc1cc(N2CCOCC2)nc2ccc(NC(=S)N3CCCCC3C)cc12 (configuration not stated)	2%	u	-5%	u	-4%	-8%[0.397 µM]	u	18µM*	7%
CC(C)(C)n1nnnc1C(c1cccnc1)N1CCN(c2ccccc2)CC1 (configuration not stated)	-7%	6%	-12%	10%	-11%	u	1%	-3%	-9%
COc1ccc(NC(=O)c2c(NC(=O)COc3ccccc3)sc3c2CCCCC3)cc1	14%	x	28%	x	7%	24%	13%	x	x
CCc1c(C)nc(SCC(=O)NNC(=O)Cc2ccc(OC)cc2)[nH]c1=O	u	3%	-1%	1%	0%	-4%	3%	-2%	-5%
Cc1coc2c1c(C)cc1oc(=O)cc(C)c12	4%	x	0%	x	-1%	11%	0%	x	x
CC(C)C(NC(=O)C(c1ccccc1)c1ccccc1)c1nc2ccccc2[nH]1 (configuration not stated)	-6%	-11%	u	-8%	u	4%	u	u	-2%
O=C(NNc1ccccc1[N+](=O)[O-])Nc1ccc(F)cc1F	-3%	-1%	-22%	2%	15%	1%	-6%	-1%	7%
CSc1cccc(NC(=O)C(C)Sc2ccc(C)cc2)c1 (configuration not stated)	0%	-5%	-1%	0%	15%	u	-4%	3%	0%
COc1cccc(NC(=O)CSC(N)=O)c1	6%	8%	u	4%	10%	5%	2%	-6%	-12%
O=C(Nc1ccc2c(c1)CCCN2C(=O)c1cccs1)c1ccccc1C(F)(F)F	-20%	x	u	x	u	25%[9.22 µM]	u	x	x
CC(O)CNCCCOc1cccc(Oc2ccccc2)c1 (configuration not stated)	-3%	-1%	3%	u	-9%	x	u	-8%[1.84 µM]	-4%
O=C(O)C(Cc1ccccc1)NS(=O)(=O)c1ccc(Cl)cc1 (configuration not stated)	-1%	14%	-3%	12%	1%	9%	8%	-12%	-1%
NS(=O)(=O)c1ccc(N=Cc2c(O)c3ccccc3oc2=O)cc1	0%	-16%	-3%	-19%	-6%	1%	-6%	9%	0%
COc1cccc(C2c3[nH]c4ccccc4c3C[C@H]3C(=O)N(C4CC4)CC(=O)N23)c1 (some centres not stated)	-10%	1%	0%	-1%	3%	21%	-15%	-11%	12%
O=C(CNC(=O)c1cccc(Br)c1)N/N=C/c1ccc2c(c1)OCO2	0%	0%	0%	-7%	-18%	-8%	u	-6%	21%
NNc1nc(Nc2ccccc2)nc(N2CCCCC2)n1	-6%	-4%	u	u	-15%	6%	5%	22%	9%
CC(=O)Nc1ccc(NC(=O)C(C)OC(=O)c2ccc(-n3cnnn3)cc2)cc1 (configuration not stated)	-5%	-4%	2%	-8%	20%	-2%	8%	2%	0%
Clc1ccc(OCCN2CCN(c3ncnc4sccc34)CC2)cc1	1%	4%	2.9µM*	23µM*	u	16%	u	3%	2%
O=[N+]([O-])c1cc(CN2CCOCC2)c2cccnc2c1O	2%[7.66 µM]	-11%	-1%	u	-12%	21%[9.22 µM]	11%[7.66 µM]	u	-1%
COc1cccc(CSc2nc3ccccc3cc2C=O)c1	u	18µM*	u	21µM*	u	-14%	u	1.3µM*	7%
CC(=O)c1ccc(Nc2nc3ccc(C)cc3n3cnnc23)cc1	2%	23%	u	14%	10%	2%	60%[activator]	4%	4%
CC(=O)Nc1cccc2c1C(=O)N(c1ccc(OC(C)=O)cc1)C2=O	9%	21%	4%	12%	0%	9%	57%[activator]	-3%	5%
O=C(CC1NCCNC1=O)Nc1cccc([N+](=O)[O-])c1 (configuration not stated)	2%	-6%	-14%	-3%	6%	-12%	16%	-8%	-3%
O=C(NC1CCCC1)c1cnn(-c2ccc(F)cc2F)c1C1CCNCC1	-16%	x	u	x	12%	12%	1%	x	-4%
CC(C)(CSc1nncn1N)NS(=O)(=O)c1ccc(Cl)cc1	2%	3%	17%	9%	-3%	0%	1%	13%	2%
CN(C)C(CNc1ccc(S(C)(=O)=O)cc1[N+](=O)[O-])Cc1ccccc1 (configuration not stated)	-27%	-2%	u	-1%	-1%	4%	u	0%	5%
CC(C)(Oc1ccc(Cl)cc1)C(=O)N1CCC(C(N)=O)CC1	-11%	-1%	5%	1%	0%	10%	-7%	7%	-2%

Full records, looked up by structure. Values in the order: GLP1R cytotox | HT1080-NT tox | KB-V1 cytotox | HT1080 IDH1KD tx | KB-3-1 tox | TDP-43 yeast inh | GLP1R inv ag | SW480 rerep | GLP-1R agonist
Clc1ccc(OCCN2CCN(c3ncnc4sccc34)CC2)cc1 across the screens: 1% | 4% | 2.9µM* | 23µM* | u | 16% | u | 3% | 2%
CC(=O)Nc1ccc(S(=O)(=O)N(C)CC(=O)N2CCN(C(=O)c3ccco3)CC2)cc1 across the screens: -6% | 11% | 30% | 8% | -5% | -15% | 2% | -21% | 13%
CC(=O)c1ccc(Nc2nc3ccc(C)cc3n3cnnc23)cc1 across the screens: 2% | 23% | u | 14% | 10% | 2% | 60%[activator] | 4% | 4%
Cc1onc(-c2ccccc2Cl)c1C(=O)NNC(=O)c1nn(C)cc1Cl across the screens: 9% | 5% | 0% | 2% | 19% | -22% | 9% | u | 3%
COCCC1CCCCN1C(=O)c1cccc(OC2CCN(C3CCCC3)CC2)c1 (configuration not stated) across the screens: -15% | -2% | -11% | 2% | -1% | 7% | 4% | u | -2%
